# Pf growth 48h = inhibits P. falciparum growth in the first generation, 48 h; P. falciparum luciferase growth in erythrocytes, 48 h; Potency, µM (titrated, usually from 28.7 µM), for inactives: at the highest dose activity change, negative = inhibition, actives largely listed as inhibitors; 5.9% of 310,000 active; further: potency means the concentration at half of the fitted maximal effect; on the % scale 0 is the no-effect control and ±100 the full control effect
#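 Luciferase-expressing parasites in RBCs, 2% Hct / 0.1% parasitemia final; RPMI 1640 + 0.5% Albumax; 37 C, 5% CO2, one generation; luminescence read-out, lower signal = inhibition.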
# Tb PYK inh = blocks Trypanosoma brucei pyruvate kinase | Q57TT1 | TbPYK enzyme, Kinase-Glo Plus ATP luminescence, 45 min | Potency, µM (doses to about 76.8 µM), without a hit: top-dose activity, negative = inhibition, hits mostly inhibitors | 0.12% of 410,000 active | AID 624173; further: potency means the concentration at half of the fitted maximal effect; on the % scale 0 is the no-effect control and ±100 the full control effect; nearly all actives have a fitted effect of over 50% in size
#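 Glycolytic pyruvate kinase of T. brucei was incubated with substrate, test compound and 130 uM ADP for 45 minutes at room temperature. Luminescent Kinase-Glo Plus signal was measured after 10 minutes.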
# CHX counter = counter-screen hit for Shiga toxin inhibitors, cycloheximide; cell reporter, cycloheximide protein synthesis inhibition counterscreen; max response, %; AID 2314; 12% of 300,000 active; in the data active means max response mostly above about 13%, no sharp cut-off; inactive means mostly below about 14%; further: read at 38.3 µM for the half of the compounds with a filed dose; 0% is about no effect
# Shiga toxin inh = blocks Shiga toxin action in Vero cells; inhibition, % at 38.7 µM; AID 2315; 9.2% of 290,000 active; Vero cells, Shiga toxin protein synthesis inhibition reporter; in the data active means inhibition mostly above about 28%, no sharp cut-off; inactive means mostly below about 43%; further: 0% is about no effect
# HCV inhibitor = blocks hepatitis C virus. Huh7.5.1 HCVcc-Cre infection, luciferase reporter, 44 h. Potency, µM (highest dose often 41.8 µM), without a hit: at the highest dose activity change, negative = inhibition, hits mostly inhibitors. 3.4% of 340,000 active; further: potency means the concentration at half of the fitted maximal effect; on the % scale 0 is the no-effect control and ±100 the full control effect
#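 Infectious HCVcc-Cre (~0.5 moi) was added to cells just after compound, with cells seeded 4 h earlier at 1,000 per well. Luciferase activity after 44 h culture reported infection; substrate was incubated 15 min at room temperature before reading.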
# Pf growth 96h = P. falciparum growth inhibition at 96 hour, primary screen for plastid delayed-death inhibitors; P. falciparum luciferase reporter growth, 96 h; Potency, µM (highest dose often 28.7 µM), for inactives: at the top dose activity change, negative = inhibition, usual class: inhibitors; 6.9% of 320,000 active; further: potency means the concentration at half of the fitted maximal effect; on the % scale 0 is the no-effect control and ±100 the full control effect
#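 Delayed-death screen, second-generation endpoint: infected erythrocytes, 2% hematocrit, 0.05% parasitemia final; 96 hours at 37 C, 5% CO2; luciferase detection reagent; luminescence decrease equals reduced growth.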
# LmPK inh = inhibitors of Leishmania mexicana pyruvate kinase; 0.37% of 290,000 active; purified LmPK, Kinase-Glo ATP luminescence, 1 h; Potency, µM (titrated, usually from 57.5 µM), inactives show top-dose activity change, negative = inhibition, most hits filed as inhibitors; further: potency means the concentration at half of the fitted maximal effect; on the % scale 0 is the no-effect control and ±100 the full control effect
# Target sequence (Q27686 whole entry, looked up): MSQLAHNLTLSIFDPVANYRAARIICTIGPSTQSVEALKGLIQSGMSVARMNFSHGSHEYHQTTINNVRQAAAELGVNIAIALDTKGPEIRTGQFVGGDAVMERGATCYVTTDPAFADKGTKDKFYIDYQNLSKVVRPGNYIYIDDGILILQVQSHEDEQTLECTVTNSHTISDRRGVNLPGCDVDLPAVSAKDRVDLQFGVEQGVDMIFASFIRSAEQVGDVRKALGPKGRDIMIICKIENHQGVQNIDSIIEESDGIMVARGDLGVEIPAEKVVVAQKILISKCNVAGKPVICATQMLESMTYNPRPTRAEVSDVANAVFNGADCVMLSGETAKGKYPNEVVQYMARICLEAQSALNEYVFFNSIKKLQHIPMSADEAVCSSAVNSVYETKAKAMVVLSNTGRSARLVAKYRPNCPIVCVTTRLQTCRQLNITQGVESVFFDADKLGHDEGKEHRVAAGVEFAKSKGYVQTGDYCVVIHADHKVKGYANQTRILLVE
#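 Purified LmPK (0.1 nM) with 0.5 mM PEP and 0.1 mM ADP in imidazole buffer pH 7.2 with MgCl2/KCl, 1 h at room temperature. ATP formed was read by luciferase luminescence and normalized to no-enzyme and uninhibited controls.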
# * = called active by the depositor; u = inconclusive; x = not tested or not shown; [ ] = remark or other dose. Unless noted, the call rests on the fitted dose curve; in most records, active means well fitted curve in the direction sought with a large enough effect; inconclusive means small, poorly fitted or top-dose-only effect, or another doubt; inactive means no such curve, though single readings can be large; an effect the other way counts as inactive or inconclusive.
SMILES,Pf growth 48h,Tb PYK inh,CHX counter,Shiga toxin inh,HCV inhibitor,Pf growth 96h,LmPK inh
C=C(C)CN=c1scc(C)n1/N=C/c1ccco1,6%,-2%,2,10,u,u,1%
C/C(N)=C(/C#N)C(=O)COC(=O)Cc1coc2cc(C)ccc12,10%,4%,15,2,21%,9%,-4%
Cc1ccc2nc(SCC(=O)Nc3cccc(F)c3)nc(=O)n2c1,12%,8%,x,x,u,34%[activator],x
CC(C)CC(C(=O)O)N(Cc1ccccc1)Cc1ccccc1 (configuration not stated),14%,-8%,-1,-5,3%,69%[activator],8%
Cn1c(SCCN2CCCC2)nnc1C1CCN(S(=O)(=O)c2ccc(F)cc2)CC1,4%,0%,-3,-12,-7%,9%,-5%
COc1ccc(C(OC(=O)c2cccs2)C(=O)NCC2CCCO2)cc1 (configuration not stated),-5%,-9%,-3,11,9%,31%[activator],1%
CN(Cc1ccccc1)C(=O)c1ccc2c(c1)OCCO2,23%,1%,11,15,-6%,x,6%
O=C1CC(c2ccc(O)c(O)c2)Oc2c1ccc(O)c2O (configuration not stated),u,-17%,5,1,-3%,2.1µM*,4%
O=C(O)/C=C/C(=O)NNC(=O)c1cccc(Br)c1,20%,0%,25*,39*,8%,20%,-11%
CC(=O)c1ccc(N2CCN(C(=O)C(=O)c3c(C)[nH]c4ccccc34)CC2)cc1,-13%,-11%,15*,16,-19%,36%[activator],3%
O=C(CNC(=O)c1cccs1)NCCN1CCN(c2ccccc2F)CC1,u,-20%,3,2,6%,u,2%
COc1ccc(N2C(=O)c3cccc4cccc(c34)C2=O)nn1,15%,u,-2,1,-13%,x,-11%
CCCC(C)NC(=O)CN1C(=O)NC2(CCc3ccccc32)C1=O (configuration not stated),5%,-4%,-2,-2,-8%,-5%,1%
COc1ccc(Nc2nc3ccccc3s2)cc1,133%[activator],-5%,50*,71,-2%,10%,-1%
NC(=O)C1(NC(=O)[C@@H]2CC3(CC(c4cccc(NC(=O)[C@@H]5CCC(=O)N5)c4)=NO3)CN2C(=O)Cc2ccc(C(F)(F)F)cc2)CC1 (some centres not stated),17%,0%,-4,20,1%,-4%,1%
COc1ccc(/C=C(/NC(=O)c2ccccc2)C(=O)N2CCCC2)cc1,5%,2%,-7,-1,9%,57%,1%
COc1cccc2cc(C(=O)Nc3ccccc3Cl)/c(=N/NS(=O)(=O)c3ccccc3)oc12,0%,-11%,16,4,14%,7%,0%
CC(C)CN(C(=O)COC(=O)c1cc2ccccc2oc1=O)C1CCS(=O)(=O)C1 (configuration not stated),0%,x,12,10,x,x,0%
O=C(O)c1cc(S(=O)(=O)N2CCCC2)ccc1Br,8%,13%,-4,-4,22%,-24%,7%
COc1ccc(/C=C/C(=O)NCC(=O)N/N=C/c2cccnc2)cc1,-7%,8%,-2,20,-19%,-17%,2%
O=C1c2ccccc2C(=O)N1C1CCCCC1,5%,3%,-3,-9,6%,-6%,-3%
Cc1ccc(OCc2cc(C(=O)NCC(C)(C)N3CCOCC3)no2)cc1C,u,5%,-2,-20,u,-15%,-8%
O=C(c1ccc2ccccc2c1)N1CCN(c2ccccc2)CC1,5%,1%,3,-4,1%,u,2%
O=C(/C=C/c1cccc([N+](=O)[O-])c1)NCCSCc1ccccc1Cl,0%,-1%,-1,1,-5%,2.9µM*,2%
CC1CN(C2CCN(C(=O)c3ccccc3Cl)CC2)CC(C)O1 (configuration not stated),-3%,2%,2,4,-10%,32%[activator],-1%

# Five compounds out of the list, sorted by length of the SMILES, falling.
SMILES,Pf growth 48h,Tb PYK inh,CHX counter,Shiga toxin inh,HCV inhibitor,Pf growth 96h,LmPK inh
Cn1c(SCCN2CCCC2)nnc1C1CCN(S(=O)(=O)c2ccc(F)cc2)CC1,4%,0%,-3,-12,-7%,9%,-5%
Cc1ccc(OCc2cc(C(=O)NCC(C)(C)N3CCOCC3)no2)cc1C,u,5%,-2,-20,u,-15%,-8%
C/C(N)=C(/C#N)C(=O)COC(=O)Cc1coc2cc(C)ccc12,10%,4%,15,2,21%,9%,-4%
O=C1CC(c2ccc(O)c(O)c2)Oc2c1ccc(O)c2O (configuration not stated),u,-17%,5,1,-3%,2.1µM*,4%
COc1ccc(Nc2nc3ccccc3s2)cc1,133%[activator],-5%,50*,71,-2%,10%,-1%

# (more compounds)
SMILES,Pf growth 48h,Tb PYK inh,CHX counter,Shiga toxin inh,HCV inhibitor,Pf growth 96h,LmPK inh
CC(C)Sc1ncnc2c1oc1ccccc12,-3%,4%,32*,85*,-9%,19%,4%
CC(C)CCNc1nc(N)c([N+](=O)[O-])c(NCC2CCCO2)n1 (configuration not stated),u,3%,5,10,u,u,2%
COCCCNC(=O)CSc1nc2ccccc2c(=O)n1CCC(=O)NCCc1ccc(OC)c(OC)c1,u,1%,-7,-2,u,7%,12%
O=C1N=C(N2CCCC2C(=O)O)S/C1=C\c1ccco1 (configuration not stated),u,u,8,20,18%,-5%,11%
C[C@H](NC(=O)N1CCn2c1nc1ccccc12)C(=O)NCc1ccc2c(c1)OCO2,-1%,0%,-3,-4,-5%,-10%,-7%
COC(=O)c1ccc(CNC(=O)c2coc3ccccc3c2=O)cc1,8%,0%,5,-21,-3%,12%,-2%
COc1ccccc1N1CCN(C(c2cccs2)C(C)NC(=O)c2ccco2)CC1 (configuration not stated),u,-3%,-3,2,u,u,2%
CN(C)c1ccc(C(C#N)c2ccc(Cl)cc2)nn1 (configuration not stated),146%[activator],0%,14,17,-1%,-2%,-4%
CCN(CC)c1ccc(C=C2C(=O)OC(C)(C(C)(C)C)OC2=O)cc1 (configuration not stated),-1%,-3%,-3,-5,5%,u,-2%
C=CCOc1ccccc1CNCc1ccc(F)cc1,-13%,1%,5,-8,7%,2.3µM*,-4%
C=CCNC(=O)CCCOc1cccc(C)c1,3%,0%,-3,-3,0%,6%,-1%
CCn1c(CSCc2ccc(F)cc2)nnc1SCC(=O)NCc1ccccc1,x,2%,-8,-3,-4%,u,-2%
COc1ccc(C(=O)NCc2nnc(SCC(=O)N3CCc4ccccc43)n2CCc2ccccc2)cc1,u,-3%,-6,-3,19%,u,5%
O=C(NC(=S)Nc1ccc(N2CCOCC2)c(Cl)c1)c1cccs1,u,-5%,30*,60*,-14%,2.3µM*,0%
Cc1ccccc1-c1nc2ccc(Cl)cc2c(=O)n1O,x,-2%,4,-1,-1%,19%,4%
N#CCn1c(CN2CCCC2)nc2ccccc2c1=O,2%,2%,-7,13,13%,1%,4%
CC(C)CC1NC(=O)C(CCCN)NC(=O)C(C(C)C)NC(=O)C2CCCN2C(=O)C(Cc2ccccc2)NC(=O)C(CC(C)C)NC(=O)C(CCCN)NC(=O)C(C(C)C)NC(=O)C2CCCN2C(=O)C(Cc2ccccc2)NC1=O (configuration not stated),-99%,0%,x,x,x,2.4µM*,x
CC(C)(C)OC(=O)NCCCC[C@H](NC(=O)c1nc[nH]c1C(=O)N1CCN(c2ccccc2)CC1)C(=O)OC(C)(C)C,12µM*,7%,-5,3,u,13µM*,4%
COc1ccc(-c2cc(C(F)(F)F)n3nc(C(=O)NCc4ccco4)cc3n2)cc1,9.3µM*,0%,-1,12,u,u,4%
Cc1nc(NCc2cccnc2)c2c3c(sc2n1)CCCC3,u,-6%,-3,-17,7.1µM*,-52%,1%
Cc1cccc(C(CC(=O)O)NC(=O)C(F)(F)F)c1 (configuration not stated),22%,-11%,7,-2,4%,7%,-1%
CC(C)C(=O)Nc1nnc(SCC(=O)N2c3ccccc3CC2C)s1 (configuration not stated),1%,-6%,3,-22,-28%,-24%,6%
Cc1cc(N2CCOCC2)nc2ccc(NC(=O)CCC(=O)N3CCCCC3)cc12,0%,6%,8,18,-26%,0%,2%
CCOc1cc2[nH]c(=S)n(C3CC3)c(=O)c2cc1OCC,-8%,-12%,6,-16,-19%,u,2%
O=C(COc1ccccc1Br)NC1CC1,34%[activator],-3%,15*,67,8%,32%[activator],1%

# Results in CHX counter, Pf growth 48h and Pf growth 96h (4 entries from above):
structure,CHX counter,Pf growth 48h,Pf growth 96h
COC(=O)c1ccc(CNC(=O)c2coc3ccccc3c2=O)cc1,5,8%,12%
COc1ccccc1N1CCN(C(c2cccs2)C(C)NC(=O)c2ccco2)CC1 (configuration not stated),-3,u,u
CN(C)c1ccc(C(C#N)c2ccc(Cl)cc2)nn1 (configuration not stated),14,146%[activator],-2%
CCN(CC)c1ccc(C=C2C(=O)OC(C)(C(C)(C)C)OC2=O)cc1 (configuration not stated),-3,-1%,u

# Following part
SMILES,Pf growth 48h,Tb PYK inh,CHX counter,Shiga toxin inh,HCV inhibitor,Pf growth 96h,LmPK inh
Cc1nn(-c2cc(N3CCCC3)ccc2[N+](=O)[O-])c(=O)c2ccccc12,x,-7%,-2,-5,u,u,-5%
CCOC(=O)C1C(=O)C=C(c2ccc(C)cc2)CC1c1ccc([N+](=O)[O-])cc1 (configuration not stated),u,-7%,0,-6,u,9.3µM*,7%
Brc1ccc(OCc2ccccc2)c(CNCC2CCCO2)c1 (configuration not stated),-5%,2%,-3,-11,-5%,33%[activator],-4%
O=C(C(=O)N1CCOCC1)c1cn(Cc2ccccc2F)c2ccccc12,18%,-1%,-3,-8,-9%,-20%,7%
CCN(c1ccccc1)S(=O)(=O)c1ccc(NC(=O)c2ccco2)cc1,10µM*,2%,-2,3,-14%,41%[activator],4%
COc1cccc(CC2(CO)CCCN(Cc3cn(C)c4ccccc34)C2)c1 (configuration not stated),u,2%,2,-15,u,10%,12%
Cc1ccc(C)n1-c1ccc(-n2cnnn2)cc1,u,-23%,-4,-4,-11%,u,2%
Cc1nc(NC(=O)COC(=O)c2ccc(S(=O)(=O)N3CCc4ccccc4C3)cc2)c(Cl)cc1Cl,28%,-4%,-4,16,5%,-2%,3%
CCc1c(C)sc2nc(C(C)C)nc(SCC(=O)N3CCc4ccccc4C3)c12,12µM*,-15%,-2,12,u,13µM*,1%
Cc1cc(C)nc(SCC(=O)Nc2ncc(Cc3ccc(Cl)c(Cl)c3)s2)n1,-1%,-8%,-1,-2,u,-24%,0%
CC(C)OCCCNC(=O)c1ccc(C2SCC(=O)N2Cc2ccco2)cc1 (configuration not stated),21%,-7%,-3,19,-6%,2%,-1%
NC(=O)CSc1nnc(-c2cnccn2)n1-c1ccccc1,-9%,-19%,-1,-8,12%,27%,-4%
CCC(NC(=O)c1cc(COc2c(F)cccc2F)on1)c1ccncc1 (configuration not stated),12%,3%,15,-1,x,-8%,-3%
Cc1ccccc1-n1nc2c(c1NC(=O)CCCl)CSC2,-1%,-9%,-5,-5,6%,-11%,4%
COc1ccc(N2C(=O)/C(=C/c3cccnc3)NC2=S)cc1,-20%,-15%,1,-14,6%,13%,-1%
CC(C)Cc1nnc(NC(=O)c2ccncc2)s1,3%,2%,4,6,12%,-6%,2%
CCOC(=O)CC1(NC(=O)c2cc(COc3cccc(OC)c3)on2)CCCCC1,u,-9%,14,34,10µM*,8%,2%
O=C(Cn1cc([N+](=O)[O-])cn1)Nc1cccnc1,1%,10%,18,-3,-14%,u,-2%
O=C(CSc1nc2ccc(Cl)cc2[nH]1)NC1CCCc2ccccc21 (configuration not stated),17%,-3%,-2,-5,u,u,3%
COc1cccc(/C=N/NC(=O)c2cc(-c3cccn3C)n[nH]2)c1O,u,4%,10,1,5µM*,u,1%

# High-throughput results deposited in PubChem BioAssay by National Center for Advancing Translational Sciences (NCATS).
